# Bioassay records as filed in PubChem BioAssay.
# Growth percent in the NCI-60 one-dose screen (48 h, 10 µM unless noted): 100 = growth as untreated, 0 = no growth, -100 = all killed.
# MCF7: MCF7 breast cancer. 6.3% of 82,000 active
# MOLT-4: MOLT-4 leukemia cells. 6.9% of 80,000 active. AID 1794779
# T-47D: T-47D breast cancer | 5% of 79,000 active
# BT-549: BT-549 breast cancer. 4.4% of 78,000 active
# MDA-MB-231: MDA-MB-231 breast cancer; 5% of 81,000 active
# SR: SR leukemia cells | AID 1794780 | 8.7% of 73,000 active
# MDA-MB-468: MDA-MB-468 breast cancer. 8.5% of 78,000 active. AID 2202374
# K-562: K-562 leukemia | 7.4% of 78,000 active
# Numbers without * were called inactive; . = no result given; & = joins results of further samples; ! = not active in a repeat. How the source made its calls: active means growth percent below 10; inactive means the rest. Some of the compounds tested (hit frequency here may not be typical).
SMILES,MCF7,MOLT-4,T-47D,BT-549,MDA-MB-231,SR,MDA-MB-468,K-562
COc1c(C(C)(C)C)cc([N+](=O)[O-])c(C)c1[N+](=O)[O-],105.3,93.5,100.8,93.4,118.6,92.5,95.0,94.0
C[N+](C)(C)Cc1cc(Cl)ccc1O,104.3,96.9,99.4,91.9,109.4,104.0,.,99.9
Cc1cc([N+](=O)[O-])ccc1O,101.7,99.9,.,100.3,.,97.7,100.4,111.9
NC(c1ccccc1)c1ccc(Cl)cc1 (stereo not drawn),85.5,61.5,39.9,84.1,52.8,54.0,84.5,35.5
COc1cc2c(O[C@@H]3OC[C@H](OC(C)=O)[C@H](OC(C)=O)[C@H]3O)c3c(c(-c4ccc5c(c4)OCO5)c2cc1OC)C(=O)OC3,36.9,13.7,-2.8*,23.4,13.7,2.2*,55.4,.
O=C(CBr)Nc1ccccc1,68.6,42.6,92.6,87.0,95.3,48.1,108.5,39.4
CCOP(=O)(OCC)/C(C#N)=C/c1cccn1N(C)C,99.7,91.5,94.2,112.9,99.0,88.6,91.2,91.0
CC1CC(NCC(O)CO)CC(C)(C)C1 (stereo not drawn),105.3,111.8,89.4,110.7,124.2,110.9,.,104.6
CCC[CH2][Sn]1([CH2]CCC)[O]C(=O)c2cccc([N+](=O)[O-])c2C(=O)[O]1,-99.0*,-24.4*,-76.3*,-99.6*,-89.1*,-31.6*,-79.4*,-12.3*
COc1cc2c(cc1OC)CNCC2,94.6,.,79.2,105.4,95.3,89.4,98.3,108.5
C=CC(O)CN1CC1CC (stereo not drawn),94.2,96.2,101.3,93.5,113.4,89.9,105.4,101.5
C=C[C@H]1CN2CC[C@H]1C[C@@H]2[C@H](O)c1ccnc2ccccc12,93.7,101.2,98.4,121.3,115.2,91.9,110.5,67.3
CC[S][Hg][Cl],93.3,109.4,121.8,110.8,114.3,98.1,115.8,75.4
O=C(O)C(O)C(O)C1[O][Sb]([c]2ccc([N+](=O)[O-])cc2)[O]C1CO (stereo not drawn),93.9,98.2,108.5,114.1,99.3,102.1,98.2,99.6
O=c1[nH]c2ccccc2n1C1CCN(CCCC(c2ccc(F)cc2)c2ccc(F)cc2)CC1,6.1*!,-34.0*!,10.2&55.7,18.5&35.8,45.2&40.0,-35.4*,33.0,-55.3*
C[C@]12CC[C@H]3[C@@H](CC=C4C[C@@H](O)CC[C@@]43CO)[C@@H]1CC[C@@H]2O,.,99.2,107.5,107.9,116.8,87.1,106.3,100.1
CC[N+](C)(C)CCC(C(N)=O)(c1ccccc1)c1ccccc1,92.0,119.8,97.4,109.4,118.9,113.9,104.8,108.2
C/C(=N/OC(=O)N(C)C)c1ccc([N+](=O)[O-])cc1,98.6,90.9,103.2,131.7,105.3,89.5,112.6,115.7
COc1ccc2c(c1)C13CCN(C)C(C2)C1CCC1(C3)OCCO1 (stereo not drawn),103.1,85.9,94.8,91.2,116.1,84.7,114.5,97.5
Cn1cccc1-c1cccnc1,88.6,100.8,94.9,103.6,97.3,95.7,101.0,106.8

# 2 records picked at random from those above, as already listed:
SMILES,MCF7,MOLT-4,T-47D,BT-549,MDA-MB-231,SR,MDA-MB-468,K-562
O=C(CBr)Nc1ccccc1,68.6,42.6,92.6,87.0,95.3,48.1,108.5,39.4
CC[N+](C)(C)CCC(C(N)=O)(c1ccccc1)c1ccccc1,92.0,119.8,97.4,109.4,118.9,113.9,104.8,108.2

# (cont.)
SMILES,MCF7,MOLT-4,T-47D,BT-549,MDA-MB-231,SR,MDA-MB-468,K-562
CC(C)c1cccc(C(C)C)c1OCC[N+](C)(C)C,97.6,96.0,93.4,106.8,102.1,100.5,82.0,92.3
CC(C)[C@H](NC(=O)c1cn(Cc2ccccc2)c2ccccc12)C(N)=O,89.1,89.5,98.6,89.5,108.7,79.7,103.5,.
O=[N+]([O-])CC(c1ccccc1)c1c(-c2ccccc2)[nH]c2ccccc12 (stereo not drawn),97.8,72.9,59.8,103.8,86.0,81.6,70.5,50.6
O=C(O)C(Cl)Cl,83.5,105.3,242.0,94.2,100.6,85.9,.,84.7
C/C=C(/C)C(=O)O[C@H]1CC[C@@]2(C)[C@@H]3CC[C@H]4[C@]5(O)C[C@H](O)[C@@]6(O)[C@@H](CN7C[C@@H](C)CC[C@H]7[C@@]6(C)O)[C@]5(O)C[C@@]42O[C@@]13O,98.3,112.1,118.4,.,129.7,97.4,105.6,136.0
Oc1ccc(O)c2c1C1(Cl)C(Cl)=C(Cl)C2(Cl)C1(Cl)Cl,38.9,54.3,19.4,29.2,41.3,34.9,4.5*,27.5
COc1ccc(NP2(=O)OCC(C)(N)CO2)cc1 (stereo not drawn),99.6,82.2,78.5,77.0,105.6,88.7,105.4,88.9
Cc1ccccc1OP(=S)(Oc1ccccc1C)Oc1ccccc1C,96.3,80.6,77.0,94.9,99.0,77.7,124.2,99.3
CCNP(=S)(NCC)c1ccccc1,99.5,100.1,98.7,101.5,94.7,109.7,89.6,102.6
CNCC(=O)c1ccccc1,100.8,109.0,95.6,.,107.0,95.7,110.3,.
O=CN1N=C(c2ccccc2)CC1c1sc(N(CCCl)CCCl)nc1Cl (stereo not drawn),90.1,85.6,83.0,95.3,77.8,91.2,94.0,78.1
O=C1CCC(=O)N1[N+](=O)[O-],96.6,109.5,.,101.1,114.7,108.9,92.6,124.5
CC(C)(c1ccc(OP2(=O)OCC3(CC=CCC3)CO2)cc1)c1ccc(OP2(=O)OCC3(CC=CCC3)CO2)cc1 (stereo not drawn),76.1,80.5,66.3,92.0,85.9,86.1,69.3,79.7
CN1CCC(O)(c2ccc(F)cc2)C(C(=O)c2ccc(F)cc2)C1 (stereo not drawn),85.3,94.2,94.7,96.0,104.1,.,44.2,99.1
COc1ccc(Nc2ccnc3cc(Cl)ccc23)cc1CN(CCCl)CCCl,-10.7*,-12.1*,-7.5*,-50.6*,1.0*,-0.7*,-58.6*,0.7*
NC(=O)CN1CCCC1=O,100.1,114.4,101.2,119.0,94.1,130.9,103.6,.
O=P(Oc1ccccc1)(Oc1ccccc1)c1ccccc1,107.5,83.9,88.4,93.8,87.1,38.0,97.0,95.6
CN1CCN(C(=O)COc2ccc(/C=C3\CC4C5CC=C6CC(Cl)CCC6(C)C5CCC4(C)C3=O)cc2)CC1 (stereo not drawn),83.9,59.3,71.2,87.3,75.2,0.2*,66.6,18.3
CCOc1ccccc1C(=O)OCC(Cl)(Cl)Cl,99.4,104.7,90.6,105.7,114.1,93.9,109.9,98.8
Clc1ccc(CC2CCCCN2)cc1 (stereo not drawn),94.3,93.6,88.9,97.4,101.7,96.2,106.6,89.4
FC(F)(F)/C=C(\N1CC1)C(F)(F)F,104.7,105.1,112.4,101.0,110.0,95.4,109.9,99.1
c1c(N2CC2)cc(N2CC2)cc1N1CC1,103.9,105.1,103.1,104.9,107.4,105.7,105.7,108.5
C#CCOC(=O)CCN1CC1,107.3,100.4,104.3,112.3,115.2,103.9,110.1,97.0
O=C(NCCCNCCCCCCCNCCCNC(=O)C1CCC2(CC1)OOC1(O2)C2CC3CC(C2)CC1C3)C1CCC2(CC1)OOC1(O2)C2CC3CC(C2)CC1C3 (stereo not drawn),105.5,82.1,79.2,103.7,100.3,83.6,83.0,63.4
CNCc1cccnc1,104.5,.,98.4,123.6,126.2,.,110.3,.
CCOC(=O)C(c1c(O)c2ccccc2oc1=O)c1c(O)c2ccccc2oc1=O,99.1,89.2,100.6,104.8,98.0,87.8,114.5,108.0
N#CCc1c[nH]c2ccccc12,90.7,94.9,74.5,95.9,84.6,95.0,111.1,98.0
C1CCC2(CC1)OOCNCOO2,45.7,77.9,89.8,106.2,120.2,62.8,.,-35.4*
CC[C@H](C)[C@H]1O[C@]2(C=C[C@@H]1C)C[C@@H]1C[C@@H](C/C=C(\C)[C@@H](O[C@H]3C[C@H](OC)[C@@H](O[C@H]4C[C@H](OC)[C@@H](NC)[C@H](C)O4)[C@H](C)O3)[C@@H](C)/C=C/C=C3\CO[C@@H]4[C@H](O)C(C)=C[C@@H](C(=O)O1)[C@]34O)O2,-85.0*,-42.3*,-27.6*,3.5*,-71.9*,-32.4*,-68.8*,-41.4*
O=[N+]([O-])c1cc([N+](=O)[O-])c(F)cc1F,87.6,98.1,117.2,.,114.4,99.2,110.9,105.2
CC(C)(N)Cc1ccccc1,99.4,102.6,107.3,100.8,119.1,100.2,113.8,92.8
O=[N+]([O-])c1ccc(N2CCNCC2)c2nonc12,94.1,83.6,92.9,106.2,102.1,93.5,92.8,99.3
COc1cc2c(cc1OCCCCn1c(-c3cccs3)nc3ccccc31)N=C[C@@H]1CCCN1C2=O,-15.2*,20.8,5.9*,-55.6*,-18.6*,32.0,.,-26.7*
ClCCN(CCCl)c1nc(Cl)c(C2CC(c3ccc4c(c3)OCO4)=NN2c2ccccc2)s1 (stereo not drawn),80.3,63.6,73.0,92.0,79.4,86.6,87.9,74.0
Cc1ccc(S(=O)(=O)N=S(CCCl)CCCl)cc1,76.7,75.2,84.4,89.3,106.6,60.7,89.3,90.0
CN1CCc2cc3c(cc2C1)OCO3,93.8&92.9&109.5,97.8&94.0&77.6,97.8&80.7&101.9,112.1&98.0&100.7,116.9&97.1&105.5,92.2&93.1,89.2&106.3,98.7&100.5&75.7
C[C@](O)(Cn1cc(C#N)cn1)C(=O)Nc1cnc(C#N)c(C(F)(F)F)c1,101.5,108.0,102.4,111.6,100.8,92.1,101.4,99.7
CCCC(C)CC1(CCO)C(=O)NC(=S)NC1=O (stereo not drawn),108.3,106.4,106.4,99.4,110.5,107.7,104.6,101.9
C=CCN1CC[C@]23c4c5ccc(O)c4O[C@H]2C(=O)CC[C@@]3(O)[C@H]1C5,98.4,101.4,110.2,116.2,97.8,111.0,103.1,100.4
Cc1cccc(N2CCN(C(C)C#N)CC2)c1 (stereo not drawn),99.3,106.2,98.4,92.4,104.0,98.2,100.1,98.4
Cc1ccc(N)cc1,97.2,107.7,100.7,103.4,98.6,101.4,88.1,112.5
O=C(O)CC(NC(=O)CP(=O)(O)O)C(=O)O (stereo not drawn),104.0,98.6,93.9,96.6,89.7,.,.,115.6
O=C(CCCc1ccc(N(CCCl)CCCl)cc1)NCc1ccccc1,31.8,25.7,43.3,69.4,90.2,26.0,17.6,49.3
N#Cc1cccnc1,98.8,101.3,99.7,117.5,102.8,98.5,99.1,104.9
CC[C@H](c1cccc(O)c1)[C@@H](C)CN(C)C,103.8,123.9,92.9,107.6,101.3,109.1,105.9,.

# Ten compounds from above, arranged by number of heavy atoms, ascending.
SMILES,MCF7,MOLT-4,T-47D,BT-549,MDA-MB-231,SR,MDA-MB-468,K-562
N#Cc1cccnc1,98.8,101.3,99.7,117.5,102.8,98.5,99.1,104.9
CC(C)(N)Cc1ccccc1,99.4,102.6,107.3,100.8,119.1,100.2,113.8,92.8
O=[N+]([O-])c1cc([N+](=O)[O-])c(F)cc1F,87.6,98.1,117.2,.,114.4,99.2,110.9,105.2
CC[C@H](c1cccc(O)c1)[C@@H](C)CN(C)C,103.8,123.9,92.9,107.6,101.3,109.1,105.9,.
Cc1cccc(N2CCN(C(C)C#N)CC2)c1 (stereo not drawn),99.3,106.2,98.4,92.4,104.0,98.2,100.1,98.4
Cc1ccc(S(=O)(=O)N=S(CCCl)CCCl)cc1,76.7,75.2,84.4,89.3,106.6,60.7,89.3,90.0
C=CCN1CC[C@]23c4c5ccc(O)c4O[C@H]2C(=O)CC[C@@]3(O)[C@H]1C5,98.4,101.4,110.2,116.2,97.8,111.0,103.1,100.4
O=C(CCCc1ccc(N(CCCl)CCCl)cc1)NCc1ccccc1,31.8,25.7,43.3,69.4,90.2,26.0,17.6,49.3
ClCCN(CCCl)c1nc(Cl)c(C2CC(c3ccc4c(c3)OCO4)=NN2c2ccccc2)s1 (stereo not drawn),80.3,63.6,73.0,92.0,79.4,86.6,87.9,74.0
COc1cc2c(cc1OCCCCn1c(-c3cccs3)nc3ccccc31)N=C[C@@H]1CCCN1C2=O,-15.2*,20.8,5.9*,-55.6*,-18.6*,32.0,.,-26.7*
